Casp6 inh: blocks human caspase-6 cleavage activity | P55212 | purified caspase-6, Z-VEID-R110 cleavage fluorescence | inhibition, % at 12.5 µM | 0.53% of 350,000 active | AID 686996;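 active means mean inhibition across replicates at least about 35%, with every replicate also reaching that limit, limit read from the data; inconclusive means only one of the two criteria met; inactive means neither criterion met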;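 further: 0% = median of neutral control wells and 100% = no fluorescence left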
Target sequence (P55212 24-179 limits assumed): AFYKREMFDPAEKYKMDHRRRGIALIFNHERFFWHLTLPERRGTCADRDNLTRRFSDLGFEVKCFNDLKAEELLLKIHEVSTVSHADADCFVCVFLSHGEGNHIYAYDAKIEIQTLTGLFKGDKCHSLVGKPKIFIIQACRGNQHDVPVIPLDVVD
Target sequence (P55212 194-293 limits assumed): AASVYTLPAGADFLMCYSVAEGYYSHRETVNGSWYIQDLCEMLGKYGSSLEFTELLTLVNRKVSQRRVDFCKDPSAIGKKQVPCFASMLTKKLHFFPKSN
EWS-Fli block: inhibitors of EWS/Fli oncoprotein transcriptional activity | A673 NR0B1-luciferase reporter, viability-normalised | 0.67% of 350,000 active | inhibition, % at 12.6 µM;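 active means mean inhibition of at least 50% after viability correction, with every replicate also passing that limit; inconclusive means mean reaches 50% but only one of two replicates passes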;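 further: firefly luciferase signal divided by Alamar Blue viability fluorescence both relative to DMSO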
SIRT5 inh: blocks human SIRT5 desuccinylation of peptide | 1.1% of 330,000 active | Purified SirT5, succinyl-peptide AMC, trypsin-coupled fluorescence | inhibition, % at 15 µM; in the data active means inhibition above about 15%; inconclusive means no clear call, values can overlap the other calls
Target sequence (Q9NXA8 whole entry, looked up): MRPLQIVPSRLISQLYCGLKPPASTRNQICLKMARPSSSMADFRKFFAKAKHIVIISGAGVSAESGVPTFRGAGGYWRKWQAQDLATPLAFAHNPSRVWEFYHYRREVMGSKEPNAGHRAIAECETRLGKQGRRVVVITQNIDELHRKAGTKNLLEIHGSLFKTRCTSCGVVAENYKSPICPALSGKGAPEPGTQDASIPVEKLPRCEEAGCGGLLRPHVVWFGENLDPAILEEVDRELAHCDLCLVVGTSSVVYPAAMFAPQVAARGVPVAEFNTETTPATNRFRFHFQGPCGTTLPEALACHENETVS
ARNT-TACC3 inh: disrupts binding between human ARNT and TACC3 | Q9Y6A5 | AlphaScreen His-ARNT PAS-B/GST-TACC3 binding, luminescence; TACC3 fragment carries E629A point mutation | inhibition, % at 9.99 µM | 0.66% of 390,000 active;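 active means mean inhibition of replicates at least 50% and at least half of replicates each reaching 50%; inconclusive means half or more replicates reach 50% but mean below 50%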;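 further: 0% = complete ARNT plus TACC3 wells and 100% = ARNT alone without TACC3; many hits fall short of the cut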
PAX8 reporter: inhibitors of PAX8 transcriptional activity in RMG-I cells; AID 652154; inhibition, % at 12.6 µM; RMG-I TPO-luciferase reporter, SteadyGlo, 24 h; 1.2% of 360,000 active;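 active means mean replicate inhibition at least 60% with every replicate also reaching 60%; inconclusive means only one of the two criteria is met; inactive means mean below 60% and not all replicates reaching 60%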;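 further: luciferase light reporting Pax8 driven TPO promoter activity; plate controls were median of neutral control wells for no effect and mitoxantrone controls for full effect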
LGR2 inh: inhibitors of bursicon-induced Drosophila LGR2 receptor cAMP signaling | inhibition, % at 9.99 µM | 0.35% of 380,000 active | AID 720647 | HEK293 LGR2, CRE-luciferase, bursicon-stimulated, 4 h;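 active means drop in luminescence signal, shown as inhibition above about 50% in the replicate tests, limit read from the data, passing the limit was not always enough; inconclusive means probably only some replicates passing the limit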;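 further: agonist challenge used bursicon conditioned medium at about half maximal strength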
DENV2 CPE rescue: inhibitors of DENV2 cytopathic effect | CPE inhibition, % at 9.99 µM | 1.7% of 350,000 active | AID 651640 | DENV2-infected cells, cytopathic effect rescue, plate reader; in the data active means CPE inhibition above about 20%, passing the limit was not always enough; inconclusive means no clear call, values can overlap the other calls; tested in BHK-21 cells;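 further: 0% = median of neutral control wells and 100% = median of positive control wells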
The depositor's hits bear a star; ? = inconclusive; / = no result given. Random draw from the library; any-hit rate near 4.9%.

Structure | Casp6 inh | EWS-Fli block | SIRT5 inh | ARNT-TACC3 inh | PAX8 reporter | LGR2 inh | DENV2 CPE rescue
COc1cc(CCCN2C(=O)C(=O)NC[C@@H]2CCCCN)cc(OC)c1OC | -7 | -5 | -1 | 40 | -1 | 6 | 10
CC(C)Cn1c(Cc2ccccc2)n[nH]c1=S | -3 | 2 | 9 | -13 | / | 9 | /
CC(=O)c1ccc(N2CCN(C(=O)C3CCN(S(=O)(=O)c4ccc5c(c4)CC(C)N5C(=O)C4CC4)CC3)CC2)cc1 (stereo not given) | -3 | / | 9 | -34 | 22 | -14 | -4
Cc1cccc(OCC(O)CN2CCN(CCN3C(=O)c4cccc5cccc(c45)C3=O)CC2)c1C (stereo not given) | -4 | 5 | -3 | 9 | -28 | -1 | -2
O=C1CCC(C(=O)OCC(=O)c2c[nH]c3ccccc23)=NN1 | / | / | / | -25 | 27 | 3 | /
C[C@@H]1CN([C@@H](C)CO)C(=O)Cc2cc(NS(=O)(=O)c3cn(C)cn3)ccc2O[C@H]1CN(C)S(=O)(=O)c1cccs1 | / | -5 | -5 | 1 | 9 | 1 | 5
COC(=O)c1cnc(Nc2ccc(Cl)cc2)c([N+](=O)[O-])c1 | -1 | 7 | -10 | 2 | 7 | -5 | 0
C[C@@H]1CCCCO[C@@H](CN(C)S(C)(=O)=O)[C@@H](C)CN([C@@H](C)CO)C(=O)c2cc(NC(=O)Cc3ccccc3)ccc2O1 | / | 0 | / | / | 3 | 14 | /
CCSC(=O)NC1CCCCC1 | 1 | 4 | -3 | / | -6 | 2 | -2
O=C(NCCS(=O)(=O)N1CCN(c2ccccc2)CC1)C12CC3CC(CC(C3)C1)C2 | -1 | 1 | / | / | 13 | -3 | 4
COc1ccc2c3c([nH]c2c1)[C@@H](CO)N(C(=O)C1CC1)CC31CCN(C(=O)c2ccncc2)CC1 | / | 4 | / | / | / | -13 | -1
COc1ccc(NC(=O)c2cncc(Br)c2)cc1S(N)(=O)=O | 0 | 4 | -1 | 0 | 17 | 15 | 1
CC1CCC(C(C)C)C(OCC(O)CN2CCOCC2)C1 (stereo not given) | -6 | 2 | -1 | -1 | / | 21 | -2
COc1ccc(CC(=O)N2CCN(c3cccc(Cl)c3)CC2)cc1OC | -3 | -2 | -2 | 0 | -2 | -11 | -4
N#Cc1ccccc1Oc1ccccc1C=O | 4 | -1 | -9 | -4 | 18 | 13 | -2
Cc1noc(C)c1S(=O)(=O)Nc1ccc2c(c1)C(=O)N([C@@H](C)CO)C[C@H](C)[C@@H](CN(C)C(=O)Nc1ccc3c(c1)OCO3)OCCCC[C@@H](C)O2 | 0 | -44 | -1 | 5 | / | 6 | 2
COCCNC(=O)C[C@H]1CC[C@H]2[C@@H](COC[C@H](O)CN2C(=O)Nc2ccccc2OC)O1 | 0 | / | 2 | 3 | / | 2 | ?
OC1CCCN(Cc2ccccc2)C1 (stereo not given) | 0 | 13 | 0 | -3 | / | 8 | /
CN1C(=O)c2ccc(NC(=O)C3CC3)cc2C1=O | -5 | / | -17 | -9 | -10 | 3 | 13
Cc1noc(C)c1NC(=O)Nc1ccc2c(c1)C(=O)N([C@@H](C)CO)C[C@H](C)[C@H](CN(C)Cc1ccncc1)O2 | -1 | 1 | 1 | -2 | 3 | 17 | -2
C#CCNC(=O)[C@H](Cc1ccc(C(=O)c2ccccc2)cc1)NC(=O)OC(C)(C)C | -4 | -6 | -1 | -30 | 12 | 9 | 0
C/C=C/c1ccc([C@H]2[C@@H](CNCC)N(c3nc(C)c(C)s3)[C@H]2CO)cc1 | / | 21 | -3 | 5 | 2 | 15 | 4
CCCC#Cc1ccc([C@H]2[C@@H](CO)N(C(=O)C3CCC3)[C@H]2C#N)cc1 | 0 | / | 0 | / | / | -8 | -2
CCCCN(C=O)c1c(CC)nc2ccc(C(=O)N3CCN(C)CC3)cn12 | -1 | 4 | / | / | 7 | -10 | -4
O=S(=O)(c1ccccc1)N1CCCCN2[C@H](CO)[C@H](c3ccc(-c4ccccc4F)cc3)[C@H]2C1 | -4 | 14 | 1 | 10 | 114* | -11 | 1
O=[N+]([O-])c1ccc2nc(-c3ccccc3)cc(-c3ccccc3)c2c1 | / | / | / | -2 | 20 | 1 | /
COc1ccc(Cl)cc1C(=O)OCC(=O)c1ccc[nH]1 | 2 | -2 | 1 | 2 | -16 | 9 | 18
Cc1cc(C)c(C)c(OCCn2ccnc2)c1 | -2 | 20 | -1 | 5 | 7 | -12 | 5
COc1ccc(S(=O)(=O)NCC(=O)N(Cc2ccco2)C(C(=O)NC(C)(C)C)C(C)C)cc1 (stereo not given) | -2 | 7 | 1 | -14 | 7 | -3 | 2
C[C@@H](O)C#Cc1ccc2c(c1)O[C@H](CN(C)C)[C@@H](C)CN([C@@H](C)CO)S2(=O)=O | 2 | -7 | -5 | -1 | 0 | 1 | -2
Cc1noc(C)c1NC(=O)N(C)C[C@H]1Oc2ccc(NC(=O)Nc3ccc4c(c3)OCO4)cc2C(=O)N([C@@H](C)CO)C[C@@H]1C | 1 | -3 | 5 | -7 | / | 10 | 16
CCOC(=O)N1CCN(C(=O)C2CCCN(S(=O)(=O)c3ccc(F)cc3)C2)CC1 (stereo not given) | 0 | 1 | / | -2 | -4 | 1 | 2
COc1ccc(S(=O)(=O)N(C)C[C@H]2Oc3ccc(NS(=O)(=O)c4c(C)noc4C)cc3CC(=O)N([C@@H](C)CO)C[C@@H]2C)cc1 | / | -17 | -2 | -1 | -3 | 3 | -1
Cc1cc(F)ccc1S(=O)(=O)N1CCCOC1CNC(=O)C(=O)NCCc1ccco1 (stereo not given) | 4 | -5 | -2 | / | 2 | 3 | 2
COC(=O)C(CC#Cc1ccc2c(c1)[C@]1(C(=O)N2)[C@H](c2ccc(OCCO)cc2)N2[C@H](c3ccccc3)[C@H](c3ccccc3)OC(=O)[C@H]2[C@@H]1C(=O)N1CCCCCCC1)C(=O)OC | 5 | 23 | 2 | 63* | / | / | 4
NNC(=O)c1ccc(COc2ccccc2)cc1 | 0 | -1 | -2 | -6 | -9 | -3 | 6
O=C(C[C@H]1C=C[C@@H](NC(=O)c2cccc(F)c2)[C@H](CO)O1)NCc1ccccc1 | -4 | 5 | 1 | 4 | -1 | -14 | -1
O=C(Cn1ncc2c3ccccc3n(Cc3ccccc3)c2c1=O)NC1CCCC1 | -2 | 0 | -1 | 1 | 0 | -9 | 1
Cc1ccc(C(=O)CCC(=O)Nc2ccccc2C)cc1C | -1 | -8 | / | -6 | 1 | -3 | 2
O=C1N(Cc2cccnc2)C[C@@H]2C[C@@H](c3ccc(-c4ccccc4)cc3)N3CCC[C@@]123 | 11 | 3 | 5 | 3 | 33 | -3 | -1
CC(C)C#Cc1ccc2c(c1)O[C@@H](CN(C)Cc1cncnc1)[C@@H](C)CN([C@H](C)CO)S2(=O)=O | 1 | -10 | 6 | 0 | / | 7 | 9
COc1ccc(S(=O)(=O)N2CCOCC2)cc1NC(=O)CSc1ncnc2ccccc12 | -2 | -8 | -4 | -8 | 45 | 0 | 13
Cc1ccc(C)c(-n2ccnc2SCC(N)=O)c1 | -1 | -3 | 0 | -6 | 2 | 9 | -2
CC(=O)Nc1ccc(S(=O)(=O)NC2=NCN(c3ccc([N+](=O)[O-])cc3)CN2)cc1 | -1 | / | -1 | -2 | 4 | 1 | 3
CC(C)NC(=O)N[C@H]1CC[C@@H](CC(=O)NC2Cc3ccccc3C2)O[C@@H]1CO | -3 | 0 | -2 | -2 | -10 | 16 | 6
COC(=O)C[C@H](NC(=O)Cn1cc(C)c(=O)[nH]c1=O)C(=O)OC | -2 | -1 | -4 | -5 | -26 | 19 | -19
COc1ccc(CN(C)C[C@H]2Oc3ccc(NS(=O)(=O)c4ccc(OC)cc4)cc3C(=O)N([C@H](C)CO)C[C@@H]2C)cc1 | / | 9 | -3 | -6 | / | 25 | 14
C[C@H]1CN([C@@H](C)CO)C(=O)c2cc(C#Cc3ccc(F)cc3)cnc2O[C@@H]1CN(C)C(=O)c1ccccc1F | -1 | -13 | 2 | 7 | -1 | 0 | -5
N#C[C@H]1[C@H](c2ccc(-c3cccc(F)c3)cc2)[C@H](CO)N1C(=O)CN1CCOCC1 | -1 | 14 | -1 | -30 | -3 | -21 | ?
CCCC#Cc1ccc2c(c1)O[C@@H](CN(C)C(=O)c1ccccc1F)[C@@H](C)CN([C@@H](C)CO)S2(=O)=O | 5 | 20 | 17* | 17 | / | 8 | -12
Cc1ccc(C)c(N(CC(=O)NC2CCCC2)S(=O)(=O)c2ccccc2)c1 | 2 | 7 | 0 | -3 | 12 | -1 | 2
COCCNC(=S)N1CCCC(CO)C1 (stereo not given) | -2 | 9 | 0 | -1 | 6 | 1 | 5
C[C@@H]1CN([C@H](C)CO)C(=O)Cc2cc(NC(=O)Nc3cccc4ccccc34)ccc2O[C@@H]1CN(C)S(=O)(=O)c1cn(C)cn1 | -1 | 2 | 3 | / | 1 | -11 | -4
CC(C)CC#Cc1ccc([C@@H]2[C@@H](CO)N3C(=O)CN(C(=O)NC4CCCC4)C[C@H]23)cc1 | 0 | -4 | -3 | / | / | -18 | -5
O=C(c1cnccn1)N1CC(=O)N2[C@@H](CO)[C@@H](c3ccc(-c4cccc(F)c4)cc3)[C@@H]2C1 | 2 | -5 | -2 | / | 10 | 4 | 19
O=C(CCN1CCCCC1)NCC[C@H]1CC[C@@H](NC(=O)C2CCC2)[C@H](CO)O1 | -4 | 6 | 2 | -10 | -5 | -1 | -2
COc1cc(C)c(Br)cc1S(=O)(=O)NCCCN1CCOCC1 | -3 | 0 | -3 | -5 | 2 | 0 | -4
C[C@@H]1CN([C@@H](C)CO)C(=O)c2cccc(NC(=O)c3ccncc3)c2O[C@@H]1CN(C)C(=O)Nc1cccc2ccccc12 | 0 | 6 | 1 | 11 | 37 | -2 | -7
Cc1cc(C)n2nc(SCC(=O)c3cc(C)n(CC4CCCO4)c3C)nc2n1 (stereo not given) | 3 | -4 | -2 | 1 | 7 | 6 | -5
Cc1cc(-c2cccc(Br)c2)c(C#N)c(N)n1 | -7 | -1 | -11 | -1 | 29 | 8 | /

Other compounds follow.
Structure | Casp6 inh | EWS-Fli block | SIRT5 inh | ARNT-TACC3 inh | PAX8 reporter | LGR2 inh | DENV2 CPE rescue
Cn1cc(C(=O)NCc2ccccc2F)cn1 | / | / | / | -17 | -2 | 29 | /
CC(=O)NC12CC3CC(C1)CC(C(=O)OCC(=O)c1cc(C)n(C)c1C)(C3)C2 | 1 | -29 | 1 | -15 | -122 | -16 | 2
Cn1cccc1Cc1nnc(SCC(=O)Nc2ccc3c(c2)OCO3)n1-c1ccc(F)cc1 | 6 | 0 | / | / | 8 | 15 | 0
COCC(=O)N1[C@H](C#N)[C@@H](c2ccc(C#Cc3ccccc3F)cc2)[C@H]1CO | 4 | -35 | -1 | -11 | -62 | 2 | -12
O=C(NC1CCCC1)[C@@H]1[C@@H](CO)[C@@H]2Cn3c(ccc(C4=CCCC4)c3=O)[C@H]1N2C(=O)c1ccccc1 | -2 | 8 | -12 | 8 | / | -1 | -3

Source: PubChem BioAssay
